LDHA inh: blocks human lactate dehydrogenase A; P00338; purified LDHA, NADH/diaphorase-resazurin fluorescence; hits give low values; activity change, % (values are at about 110 or 230 µM); actives 0.15% (n = 480,000); AID 1347041; in the data active means activity change below about -30%; inconclusive means mostly about -25% to -30%;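 further: plate controls were DMSO wells for no effect and wells without enzyme for full effect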
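Remaining NADH was detected by diaphorase (0.133 mg/mL) converting 37 µM resazurin to fluorescent resorufin, read at 0 and 20 minutes. The preceding 5-minute room-temperature reaction used 2 nM LDHA, 0.2 mM sodium pyruvate and 0.06 mM NADH at pH 7.4.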
* marks the source's active call; other numbers are inactive results; u = inconclusive; & = joins results of further samples.

SMILES	LDHA inh
O=C(CCc1ncc(-c2ccc(Cl)cc2)o1)N1CCC(Cc2ccccc2)CC1	13
CCC(C)C(=O)NCCc1ccccn1 (stereo not drawn)	-17
Cc1ccc2nc(Nc3ccccc3)c(-n3nc(C)cc3C)nc2c1	-19
O=C(O)CCCCCCCCC#CC#CCCc1ccccc1	12
Cc1ccc(Sc2ccc(NC(=O)c3ccccc3)cc2)c(C)c1	-4
CC(C)Nc1nc(-c2ccc3c(c2)CCCN3S(C)(=O)=O)cs1	4
O=C1NC[C@H](Cc2ccc(O)cc2)N(C[C@@H]2CCCN2C[C@H](Cc2ccc(O)cc2)N2C[C@H](Cc3ccccc3)N(CCc3ccccc3)C(=O)C2=O)C1=O	1
COc1cc(C)c(NC(=O)CC2CC3CCC2C3)cc1OC (stereo not drawn)	4
Cn1c(=O)c2c(ncn2CCCC(=O)Nc2ccc(N3CCCC3=O)cc2)n(C)c1=O	-2
CC(C)CNc1oc(-c2ccco2)nc1S(=O)(=O)c1ccc2c(c1)OCCO2	6
O=C(Nc1ccc2c(c1)OCCO2)C1c2ccccc2OCC(=O)N1C1CC1 (stereo not drawn)	-1
CN1CCN(CCCNC(=O)C(=O)Nc2ccc3cc[nH]c3c2)CC1	-1
CC(CCc1ccccc1)NCc1ccc(C(=O)O)cc1 (stereo not drawn)	-12
CCNC(=O)CSc1ncnc2cc(-c3ccc(F)cc3)sc12	-7
Cc1ccccc1CNC(=O)Cc1nn(C)c(=O)c2ccccc12	-14
COc1ccccc1CN1CCC(N2CCN(c3ccccc3OC)CC2)CC1	-7
Cc1ccc(C(=O)CC(NCCO)C(=O)O)cc1 (stereo not drawn)	2
Cc1cccc2c(C(=O)O)cc(-c3ccc(OC(C)C)cc3)nc12	8
N#Cc1c(N)n[nH]c1CCCNC(=O)c1ccccc1-c1ncc(-c2ccccc2)o1	0
O=c1[nH]c2cc3c(cc2c(=O)n1CCc1nc(-c2ccccc2)no1)OCO3	-3
Cc1ccc(-c2[nH]c(-c3ccc(F)cc3)nc2SCC(=O)Nc2nccs2)cc1	5
NS(=O)(=O)c1ccc(N/N=C/c2ccc(-c3ccccc3Br)o2)c([N+](=O)[O-])c1	8
O=C1NC2(CCCC2)C(=O)N1Cc1coc(-c2ccc(Cl)cc2)n1	0
CC(C)C(NC(=O)c1ccoc1)c1ccc(F)cc1 (stereo not drawn)	13
CCCCCN(CCCCC)C(=S)Nc1ccc(Br)cc1Cl	9
Additional results.
SMILES	LDHA inh
CC(C)(C)c1cc(C(=O)OCC(=O)NC(c2ccccc2)c2ccccc2)cc(C(C)(C)C)c1	11
O=C(NCc1ccccn1)c1cc(-c2cccs2)nc2ccccc12	-3
CC(C)(C)c1ccc(-c2nnc(SCC(=O)NCc3cccs3)n2Cc2ccco2)cc1	6
COCc1cccc(C(=O)NCc2ccco2)c1	0
CC(C)n1c(SCCC(=O)O)nc2c1c(=O)[nH]c(=O)n2C	-20
COc1ccc(CNC(=O)N2CCN(S(=O)(=O)c3ccc(Cl)c(Cl)c3)CC2)cn1	5
O=C(NNc1c(Cl)cccc1Cl)c1sc2ccccc2c1Cl	1
CSc1ccccc1NC(=O)c1ccccc1C(F)(F)F	5
COc1ccc(C)cc1NC(=O)CNC(=O)CNc1ccc(C)cc1Br	3
O=C(Nc1ccc(Br)cc1F)c1cccs1	1
Cc1ccc(Nc2nc3ccccc3nc2NS(=O)(=O)c2ccccc2)cc1	4
CCC(=O)Nc1ccc(C)cc1-c1nnc(SCC(=O)Nc2cc(Cl)ccc2Cl)[nH]c1=O	u
Nc1cccc(OCC(=O)O)c1	-18
C=C(C)Cn1c(N2CCN(c3ccccc3)CC2)nc2c1c(=O)n(C)c(=O)n2C	12
O=C(Cc1ccc(Br)cc1)NC1=NCCS1	2
COc1ccc(NC(=O)CCSc2nnc3scc(-c4ccccc4)n23)cc1	3
CCOCCCNc1nc2c(c(=O)[nH]c(=O)n2C)n1CCOCC	0
COc1ccc(OCC(=O)Nc2cc3c(cc2C(=O)c2ccc(C)cc2)OCCO3)cc1	-9
CC(C)C[C@H]1CN(CCCC[C@H]2CNC(=O)C(=O)N2CCC2CCCCC2)C(=O)C(=O)N1CCC1CCCCC1	2
O=C1NC[C@@H](CCCCN2C[C@H](Cc3ccc(O)cc3)N(Cc3ccccc3)C(=O)C2=O)N(CCc2ccc(O)cc2)C1=O	3
CN(C)CCCN(Cc1ccccc1)C(=O)c1nn(C)c(=O)c2ccccc12	-16
O=C(Nc1ccc(CN2CCOCC2)cc1)Nc1ccc2c(c1)OCCO2	-6
CC(NC(=O)CCc1ncc(-c2ccc(F)cc2F)o1)c1ccc2c(c1)OCO2 (stereo not drawn)	-1
Cc1cc(C(F)(F)F)c2c(N)c(C(=O)NCc3ccc(Cl)cc3)sc2n1	1
CN(Cc1ccccc1)S(=O)(=O)c1ccc(NC(=O)CN2CCN(c3ccc(O)cc3)CC2)cc1	25
Remaining list, next part
SMILES	LDHA inh
CC(=O)Nc1ccc(-c2csc(NC(C)C)n2)c(F)c1	8
COc1ccccc1NS(=O)(=O)c1cc(-c2n[nH]c(=O)c3ccccc23)ccc1C	-3
CC(Sc1ccccc1Cl)C(=O)NCCC(=O)N1CCCCC1 (stereo not drawn)	-12
CCN(CC)C(=O)c1cc(-c2ccncc2)nc2ccccc12	1
O=C(Nc1ccc(Cc2ccc(NC(=O)C(F)(F)F)c(Cl)c2)cc1Cl)C(F)(F)F	-19
Cc1ccc(NC(=O)CSCc2nc(-c3ccccc3)oc2C)cc1	18
CC(=O)Nc1ccc(/C(C)=N\OCC(=O)NC(C)C(C)C)cc1 (stereo not drawn)	6
C=CCn1c(SCC(N)=O)nc2c1c(=O)n(C)c(=O)n2C	5
COc1ccccc1NC(=O)c1cc(=O)c(OCc2ccc(Cl)cc2)co1	-1
CC(=C/c1ccccc1)/C=C1/Cc2ccccc2C1=O	31
CCn1nc(C(=O)Nc2cccc(C)n2)c2ccccc2c1=O	11
CSCc1cccc(C(=O)N(CC2CCOC2)C2CC2)c1 (stereo not drawn)	1
CC(C)C[C@H]1CN(CCCC[C@H]2CNC(=O)C(=O)N2Cc2ccccc2)C(=O)C(=O)N1CCC1CCCCC1	1
C=Cn1cnc2ccccc21	-9
Cc1ccc(NC(=S)Nc2ccccc2)nc1	0
O=C(O)CCOc1ccc(Br)cc1	-1
CCn1c(SCc2cc3c(cc2Br)OCO3)nc2cc(S(N)(=O)=O)ccc21	6
C/C(=N\NC(=O)Cc1cccs1)c1ccc2ccccc2c1	15&-6
CC(OC(=O)c1c[nH]c2ccccc12)C(=O)Nc1ccc(C(N)=O)cc1 (stereo not drawn)	-14
CCCCC(NC(=O)C(c1ccccc1)C1CCCC1)c1ccccc1 (stereo not drawn)	4
CCc1ncn(CCc2ccccc2OC)c1C(C)C	-3
O=C(Nc1cccc2ccccc12)C(C(=O)Nc1cccc2ccccc12)C12CC3CC(CC(C3)C1)C2	-2
COCCn1c(SCc2ccc(OC)c(F)c2)nnc1-c1cccc(C)c1	-1
O=C(O)c1cc(Sc2ccccc2C(F)(F)F)nc2ccccc12	8
COc1cc2oc(=O)c(CC(=O)N3CCCC3)c(C)c2cc1OC	5
The listing continues:
SMILES	LDHA inh
CCCOc1ccc(CNc2ccc(Oc3ccccc3)cc2)cc1	-1
Cc1ccc(SC(C)C(=O)c2ccccc2)cc1 (stereo not drawn)	-6
Cc1ccc(CN(C)C(=O)Cn2c(Cl)nc3c2c(=O)n(C)c(=O)n3C)cc1	-3
O=C(OCc1nnnn1-c1ccccc1)C1(c2ccccc2)CC1	4
CCCn1c(N)c(N2CCOCC2)c(=O)n(CC(=O)Nc2ccc(C)cc2)c1=O	-12
CCCNC(=O)C1CCCN(Cc2cccc(C(F)(F)F)c2)C1 (stereo not drawn)	0
CCCCNC(=S)N/N=C1\CC2CC=CC12 (stereo not drawn)	-2
CCOc1ccccc1NC(=O)Cn1nc(C(=O)O)c2ccccc2c1=O	-5
CCCCNC(=O)N1CCC(C(=O)O)CC1	1
CC(=O)Nc1ccc(NC(=O)CCn2cnc3c2c(=O)n(C)c(=O)n3C)cc1	-21
Cn1cnc2c1c(=O)n(CCCn1nnc(-c3ccccc3)n1)c(=O)n2C	6
CCOC(=O)c1sc(NC(=O)CCSc2ccc(Cl)cc2)nc1C	9
Cc1sc(-c2ccccc2)nc1-c1ccc(C(C)(C)C)cc1	4
COCC(C)n1c(C)cc(C(=O)CSc2nnc(-c3ccncc3)n2-c2ccccc2)c1C (stereo not drawn)	3
COc1ccc(C(=O)N2CCN(c3nc4cccnc4o3)CC2)cc1C#N	3
Cc1cn2c(=O)c(S(=O)(=O)N3CCN(c4cccc(C)c4C)CC3)c(C)nc2s1	-1
CCOc1ccc(-c2nc(CNC(=O)Nc3ccc(OC)c(OC)c3)c(C)o2)cc1	6
CCc1nnsc1C(=O)N(C)CCOc1cc(C)cc(C)c1	8
COc1cc(NC(=O)c2ccc3c(c2)NC(=O)CS3)cc(OC)c1	19
CCN(Cc1cccc(F)c1)C(=O)Nc1ccc(N2CCN(C)CC2)cc1	3
O=C1NC2(CCN(S(=O)(=O)c3ccc(F)cc3)CC2)N=C1c1cccs1	-1
O=C(/C=C/c1ccccc1Cl)c1cc(Br)ccc1O	7
CN(C)c1ccc(C=Nc2ccc(F)cc2)cc1	5
O=C(/C=C/c1ccc(Cl)cc1Cl)c1ccccc1OC(F)F	u
O=C(CCc1ncc(-c2ccc(F)cc2)o1)NCc1ccc2c(c1)OCO2	6
(list continues)
SMILES	LDHA inh
COc1ccc(/C=N/OCc2ccc(Cl)cc2Cl)c(OC)c1	-6
O=C(NCc1ccccc1)[C@@H]1CCCN1C(=O)[C@@H]1CCCN1C(=O)c1cccc2ccccc12	2
CC(C)c1nnc(NC(=O)c2ccc3ccccc3n2)s1	10
COc1cccc(OC)c1C(=O)OCc1ccccc1C#N	1
CN(C)CCCNC(=O)CNc1nc(Cl)nc2nc[nH]c12	2
N#CCOc1ccc2[nH]cc(C(C(=O)O)N3CCN(Cc4ccncc4)CC3)c2c1 (stereo not drawn)	1
Fc1ccc(/C=N/Nc2c(Cl)cc(Cl)cc2Cl)c(F)c1	2
C[C@H]1CC(=O)[C@@]23COC4OC(c5ccoc5)CC41[C@@H]2CCCC31CO1 (stereo partly drawn)	0
Cc1cc(C)c(C(=O)CSc2nnnn2C)cc1C	-6
COc1ccc(CNC2CCCC2)c2ccccc12	4
CC(=O)N1CCc2cc(NC(C)C(=O)Nc3ccc(OC(F)F)cc3)ccc21 (stereo not drawn)	2
CN(C)c1oc(-c2ccco2)nc1S(=O)(=O)c1ccc2c(c1)OCCO2	-3
COCCNC(=O)COc1cc(O)c2c(=O)cc(-c3ccccc3)oc2c1	-12
COc1ccccc1-c1nc(C#N)c(N2CCN(C(=O)c3ccc(Cl)cc3)CC2)o1	1
COc1ccc(CNC(=O)C23CC4CC(CC(C4)C2)C3)cc1	1
O=C1c2ccccc2C(c2nnnn2-c2ccc3c(c2)OCCO3)N1CCCn1ccnc1 (stereo not drawn)	11
COc1ccc(C2CCCN2Cc2coc(-c3ccc(C)cc3C)n2)cc1 (stereo not drawn)	0
CCOC(=O)c1c(S(=O)(=O)NCC(=O)N2CCC3(CC2)OCCO3)c(C)n(C)c1C	2
O=C1c2ccccc2NC(c2cccc(Cl)c2)N1c1ccc(N2CCOCC2)cc1 (stereo not drawn)	-1
Cc1ccccc1CCNC(=O)Cc1nn(C)c(=O)c2ccccc12	-2
Cc1ccc(C(=O)CSC#N)o1	9
COc1cccc(N2C(=O)c3cc4oc(C)cc4n3CC2(C)C(=O)NC2CCCCCC2)c1 (stereo not drawn)	-3
COc1ccc([C@@H]2[C@@H](C(N)=O)C2(C#N)C#N)cc1	3
Clc1cc(CSc2ncnc3ccccc23)cc2c1OCCCO2	-3
CCCCCCNC(=O)C(C#N)c1nc2ccccc2nc1N1CCN(C(=O)OCC)CC1 (stereo not drawn)	-8
More results:
SMILES	LDHA inh
Cc1ccccc1-c1nc(C#N)c(NCC(C)C)o1	2
O=C(Cn1nc(N2CCN(c3ccccc3)CC2)ccc1=O)NC1CCCCCCC1	-2
COc1cc2c(cc1OC)C(c1ccccc1)N(CC(=O)Nc1ccccc1)CC2 (stereo not drawn)	-6
CC(C)(C)CC(C)(C)NCc1ccc2c(c1)OCO2	3
Cc1csc(/C(C#N)=C\c2ccc(OC(F)(F)F)cc2)n1	0
C/C(CCc1oc2ccc(C)cc2c1-c1ccc(C)o1)=N\O	0&9
Cc1nc2c(C)cccc2c(Cl)c1CC=C(Cl)Cl	4
CC(C)(C)CC(C)(C)NC(=O)C1CNC(=O)C1 (stereo not drawn)	-8
O=C(Nc1ccc2c(c1)OCCO2)C1c2ccccc2OCC(=O)N1CC(F)(F)F (stereo not drawn)	-5

Some of the compounds tested. The share of hits here may be higher or lower than overall.
